# LMPTP inh = LMPTP (human) inhibition | P24666 | recombinant LMPTP-A, OMFP fluorogenic substrate, fluorescence intensity | inhibition, % at 20 µM | 360,000 compounds, 0.22% hits | AID 651560;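 active = compounds that cut the enzyme signal by at least half of the control window in the single-dose screen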;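 also: plate controls were DMSO wells with enzyme plus substrate for no effect and substrate without enzyme for full effect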
#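 Assay system: LMPTP-A, protein tyrosine phosphatase of low molecular weight / Medium: pH 6.0 Bis-Tris buffer with DTT and Triton X-100 / Schedule: 50 min enzyme reaction at room temperature, protected from light / Measured by: endpoint fluorescence intensity from OMFP dephosphorylation / Read-out basis: % inhibition relative to no-enzyme and uninhibited control wells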
# STEP block = inhibitors of human striatal-enriched phosphatase STEP; P54829; recombinant STEP, OMFP fluorogenic substrate, fluorescence; inhibition, % at 20 µM; 360,000 compounds, 0.25% hits;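 active = inhibition at 20 µM, scaled per plate between control wells, above about 37%, limit read from the data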;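 also: 0% = DMSO with enzyme and substrate and 100% = substrate only without enzyme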
# Target sequence (P54829 whole entry, looked up): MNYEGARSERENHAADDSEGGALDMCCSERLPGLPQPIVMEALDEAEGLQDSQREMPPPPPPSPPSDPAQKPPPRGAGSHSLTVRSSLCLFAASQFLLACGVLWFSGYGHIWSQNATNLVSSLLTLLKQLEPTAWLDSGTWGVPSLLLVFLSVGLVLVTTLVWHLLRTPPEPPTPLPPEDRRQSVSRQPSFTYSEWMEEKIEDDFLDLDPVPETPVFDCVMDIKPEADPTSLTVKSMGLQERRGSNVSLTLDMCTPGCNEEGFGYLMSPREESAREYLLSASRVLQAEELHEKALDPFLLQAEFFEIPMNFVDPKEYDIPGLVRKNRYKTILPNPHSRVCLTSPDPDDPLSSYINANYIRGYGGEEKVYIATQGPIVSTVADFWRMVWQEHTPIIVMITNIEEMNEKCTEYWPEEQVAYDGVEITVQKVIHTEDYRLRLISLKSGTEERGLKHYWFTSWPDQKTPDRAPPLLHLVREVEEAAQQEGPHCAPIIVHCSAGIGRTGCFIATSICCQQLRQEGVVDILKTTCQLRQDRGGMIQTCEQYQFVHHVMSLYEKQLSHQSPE
#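 Test system: STEP tyrosine phosphatase / Reagent: OMFP at 25 µM / Doses: 20 µM, 1% DMSO / Read-out: percent inhibition scaled to no-enzyme and uninhibited-enzyme controls, plate-pattern corrected / Detection: FITC-channel fluorescence of OMFP product / Medium: Bis-Tris buffer pH 6.0, 2.5 mM DTT, 0.005% Tween 20 / Schedule: 20 min at room temperature, dark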
# DNMT1 inh = blocks human DNA methyltransferase DNMT1; 360,000 compounds, 0.83% hits; P26358; DNMT1 molecular beacon, Hinp1I cleavage, fluorescence; inhibition (reported as % activation of signal), % at 10 µM; in the data active = inhibition above about 50%
# SUMO1 PPI mod = modulators of human SUMO1-mediated protein-protein interactions; P63165; inhibition, % at 20 µM; AID 602429; SUMO1 binding to a labelled peptide, TR-FRET, 1 h; 360,000 compounds, 0.33% hits; in the data active = inhibition above about 37%
# Target sequence (P63165 whole entry, looked up): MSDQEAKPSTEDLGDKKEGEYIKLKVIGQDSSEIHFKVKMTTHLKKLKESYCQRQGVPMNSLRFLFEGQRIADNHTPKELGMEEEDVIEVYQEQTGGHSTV
# MsrA inh = inhibitors of bovine MsrA; purified bovine MsrA, absorbance read-out; inhibition, % at 15.5 µM; 360,000 compounds, 0.75% hits; in the data active = inhibition above about 4.5%;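 also: 0% = vehicle wells with enzyme and 100% = reference inhibitor wells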
# Rpn11 block = Rpn11 (human) deubiquitinase inhibition; human 26S proteasome, Ub4-pepOG fluorescence polarization; 20S core pre-blocked with epoxomicin; calls only at 20 µM; O00487; 360,000 compounds, 0.59% hits;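 active = inhibition at 20 µM, scaled to each plate's controls, above about 33%, limit read from the data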
# Target sequence (O00487 whole entry, looked up): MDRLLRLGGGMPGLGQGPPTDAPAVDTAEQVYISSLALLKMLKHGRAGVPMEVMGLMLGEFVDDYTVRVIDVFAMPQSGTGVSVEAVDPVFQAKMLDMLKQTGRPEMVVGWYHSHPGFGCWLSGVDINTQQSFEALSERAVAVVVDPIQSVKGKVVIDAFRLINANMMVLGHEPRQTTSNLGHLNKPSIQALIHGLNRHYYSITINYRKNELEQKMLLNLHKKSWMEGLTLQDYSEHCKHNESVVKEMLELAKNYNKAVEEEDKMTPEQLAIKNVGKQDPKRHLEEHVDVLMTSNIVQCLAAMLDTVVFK
# NadD block = blocks S. aureus nicotinate mononucleotide adenylyltransferase. purified NadD enzyme, colorimetric absorbance read-out. inhibition, % at 20 µM. 360,000 compounds, 0.78% hits; in the data active = inhibition above about 26%; also: some compounds past the cut are filed as inactive
# TbMetRS inhib = blocks T. brucei methionyl-tRNA synthetase activity; inhibition, % at 11.9 µM; purified T. brucei MetRS, ATP depletion, Kinase-Glo luminescence; 360,000 compounds, 0.4% hits;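 active = inhibition above a per-plate cutoff of the control wells' mean inhibition plus 3 SD, cut at about 5.5% in these data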;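 also: 0% = DMSO wells median and 100% = median of wells with control inhibitor compound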
#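 assay system = parasite MetRS enzyme | timing = 15 min preincubation, 2 h reaction, all 25 °C | evaluation = percent inhibition relative to median high and low control wells | medium = HEPES buffer containing pyrophosphatase, BSA, spermine, DTT | compound = single dose, 11.9 µM final nominal, 0.9% final DMSO | detection = Kinase-Glo luminescence, ATP depletion format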
# Scp1 inh = inhibitors of human Scp-1 phosphatase; Q9GZU7; Recombinant Scp1, phosphopeptide, malachite green phosphate absorbance; inhibition, % at 20 µM; 340,000 compounds, 0.88% hits; AID 493091;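 active = inhibition above about 50% at 20 µM, limit read from the data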;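 also: plate controls were DMSO wells with enzyme for no effect and wells lacking enzyme for full effect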
#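 Times: enzyme reaction 45 min at room temperature, colour 5 min, stabilisation 30 min. Material: SCP-1 catalytic fragment, aa 76-261. Medium: Acidic Tris acetate buffer with magnesium and detergent. Signal: colorimetric free-phosphate detection, absorbance 630 nm. Read-out basis: % inhibition of SCP-1 phosphate liberation. Reagent: Phosphorylated 17-residue peptide substrate.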
# CSN inh = blocks human CSN-mediated cullin deneddylation; Q92905; Purified CSN, SCF-Nedd8-OG deneddylation, fluorescence polarization; inhibition, % at 12.5 µM; 360,000 compounds, 0.38% hits; AID 651999;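 active = pattern-corrected inhibition above about 35%, with an unprinted fluorescence ratio check between 0.5 and 1.5, limit read from the data, passing the limit was not always enough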;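 also: 0% = enzyme with substrate and 100% = substrate without enzyme; some results filed as inactive read as strong as hits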
#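 assay system = purified human Csn5 enzyme expressed in HEK293T cells | amount = 0.24 nM enzyme | buffer or medium = Tris/NaCl/DTT buffer, pH 7.5 | reagent = 10 nM SCFSkp2-Nedd8OG | compound = one concentration, 12.5 µM, 0.25% DMSO | times = 90 min reaction at room temperature | signal = FP | read-out basis = % inhibition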
# The depositor's hits bear a star; i = inactive; / = not tested or not shown. Random draw from the library; overall some 3.9% were active at least once.
SMILES,LMPTP inh,STEP block,DNMT1 inh,SUMO1 PPI mod,MsrA inh,Rpn11 block,NadD block,TbMetRS inhib,Scp1 inh,CSN inh
Cc1cccc(C)c1NC(=O)C1c2ccccc2OCC(=O)N1Cc1ccc2c(c1)OCO2 (configuration not stated),0.5,/,/,1,1.9,/,-3,-1.3,/,-2
C#CCOCCOCCOCCNc1nc(N2CCN(C(=O)[C@H](CCCCN)n3cc(C(N)[C@H](C)CC)nn3)CC2)nc(N2CCN(C(=O)[C@H](CCC(=O)O)n3cc(C(N)[C@H](C)CC)nn3)CC2)n1 (some centres not stated),-7.8,-2,0,-183,/,i,4,0.3,-3,2
COc1ccc2c(C)c(Cc3ccccc3)c(=O)oc2c1OC,1.3,2,0,-3,3.0,i,-4,-0.7,-5,-2
C=CCCOc1ccccc1C(N)=O,-0.8,1,2,1,-1.4,i,-2,-0.7,-6,1
COc1ccc(-c2nc(C#N)c(NCC3CCCO3)o2)cc1 (configuration not stated),0.5,0,-1,-7,1.4,i,1,-0.4,-5,-2
CNC(=O)N1CCC(C(=O)c2c(C)c(C)c(C)c(C)c2C)CC1,-1.1,-2,-1,-2,0.4,i,-1,-1.2,-13,1
CC1C(C)N(C(=O)CCCl)c2ccccc2N1C(=O)CCCl (configuration not stated),-1.6,1,0,0,1.0,i,-1,-0.2,-5,0
NC(=O)C1(NC2CCCCC2)CCN(Cc2ccccc2)CC1,-2.6,-2,4,-4,1.1,i,-3,-0.4,-10,6
Cc1cccc(NC2=NC(=S)N(CC#N)C23CCCCC3)c1,0.3,3,1,3,1.4,i,-3,-0.1,8,-1
COC(=O)c1ccc([C@H]2C=C(C(=O)O)O[C@@H](OCc3ccc(CO)cc3)C2)cc1,-1.9,3,2,-4,-0.4,i,-1,-0.4,4,3
COc1ccc2nc(SCC(=O)NC3(C#N)CCCCC3)[nH]c2c1,0.1,0,0,4,-0.6,i,2,-0.2,-4,-2
O=C(NCCc1ccccc1)C1CCCN(C(=O)NC2CCCCC2)C1 (configuration not stated),-1.3,-3,-4,-2,1.0,i,-2,0.3,0,-6
COc1cc(C(=O)Nc2ccc3c(c2)N(C(=O)CCN(C)C)c2ccccc2CC3)cc(OC)c1OC,-0.1,-8,-4,-2,0.8,i,-5,0.7,-5,-1
O=C(Cn1c(=O)oc2ccccc21)N1CCCCC1,-0.9,0,0,-2,-0.6,i,-2,-0.8,-5,0
COc1ccc(N2CC(C(=O)N[C@H](C(=O)NC(C)c3ccccc3)C(C)C)CC2=O)cc1 (some centres not stated),-1.0,-2,5,-5,-1.0,i,-4,-0.1,-5,3
CCO[C@@H]1OC(C(=O)NCc2ccccc2)=C[C@H](c2ccccc2)[C@H]1CCCO,2.7,3,3,-1,-0.4,i,-1,-0.5,-3,-6
Cc1cccc(NC(=O)Cn2c(=O)oc3ccccc32)c1,-0.3,-2,2,4,0.4,i,-6,-0.1,-7,-5
Cc1ccccc1NS(=O)(=O)c1cc(OCC(N)=O)c(C)cc1Cl,-0.4,1,-3,-1,-0.8,i,3,-0.3,-3,1
O=C(NC1CC(=O)c2sccc21)c1ccc(Cl)cc1Cl (configuration not stated),-0.9,0,1,1,-0.9,i,6,0.1,-2,3
COc1ccc(Cl)cc1NC(=O)CC(=O)Nc1cc(Cl)ccc1OC,0.6,-2,-3,0,-1.8,i,-8,-0.6,-5,-1
O=C(COC(=O)C1CCCCC1)Nc1ccc([N+](=O)[O-])cc1,0.5,0,-2,-25,0.6,i,-1,-0.9,-7,-5
O=C(COC(=O)c1ccccc1)NCc1ccco1,14,-2,74*,3,0.0,i,0,-1.0,104*,18
Cc1onc(-c2ccccc2Cl)c1C(=O)N1CC(C)OC(C)C1 (configuration not stated),0.7,-2,-1,-2,/,i,-6,-0.2,-9,7
COc1ccccc1C(=O)NCC(C)(C)CN=C1NS(=O)(=O)c2ccccc21,-0.4,1,1,2,-0.1,i,-3,-0.1,-6,1
CCCn1c(SCc2ccc(C(=O)OC)o2)nc2ccccc2c1=O,3.0,1,0,5,0.2,i,-9,0.6,-16,-2
COc1cc(C(=O)NCc2ccc3c(c2)cc(C)n3C)cc(OC)c1OC,2.2,-1,-7,-3,-0.1,i,7,-0.4,1,-6
O=C(COC(=O)c1cnccn1)c1ccccc1,-1.1,-2,3,1,-0.3,i,-4,-0.3,0,4
COc1ccc(S(=O)(=O)N[C@@H](CC(C)C)C(=O)O)cc1,-0.1,-3,5,-1,-0.1,i,-3,-0.3,-4,-4
CC(=O)Nc1ccc(S(=O)(=O)NNC(=O)COc2ccc(C(C)(C)C)cc2)cc1,-0.4,-3,1,-4,0.1,i,-3,-0.3,-2,5
CCCCCCCCC(=O)O,0.5,0,-5,3,/,i,2,-0.1,-4,-3
O=C(Nc1nc(-c2ccc3c(c2)OCO3)cs1)C1COc2ccccc2O1 (configuration not stated),2.7,1,-10,1,0.1,i,-3,-0.9,-9,4
CN1CCN(C(=O)c2ccc(S(=O)(=O)N(C)c3ccccc3)cc2)CC1,-0.2,1,2,-2,1.9,i,4,-0.3,/,-7
CC(CC(=O)O)C(=O)c1ccc(Cl)c([N+](=O)[O-])c1 (configuration not stated),0.6,5,-1,-13,0.6,i,5,0.9,-1,0
O=C(Cn1c(=O)oc2ccccc21)N1CCN(c2ccccc2)CC1,-1.0,-2,-3,-2,1.6,i,2,-0.9,0,0
Cc1cc(C)c(-c2csc(NC(=O)CCCc3nc4ccccc4c(=O)[nH]3)n2)c(C)c1,1.3,2,-5,0,-0.7,i,22,-0.1,-1,0
COc1ccc(CN(C(=O)c2ccc(C)cc2)c2cccc(N)c2)cc1,0.0,0,-10,6,-0.3,i,3,-0.3,5,9
CCCC(=O)Nc1nnc(SCC(=O)Nc2nc(C)cs2)s1,-1.8,0,14,6,-0.5,i,2,-0.3,-5,4
Cc1cccc(NCC(=O)c2c(N)n(C)c(=O)n(C)c2=O)c1C,-1.9,0,-8,-15,0.3,i,-4,-0.7,-13,-9
COc1ccccc1CCC(=O)Nc1ccc2c(c1)c(=O)n(C)n2C,-0.4,-1,1,5,1.4,i,-3,0.1,/,2
CCCCn1c(=O)nc2n(-c3ccccc3)c3ccccc3cc-2c1=O,1.4,-2,7,-24,0.3,i,-1,-0.1,3,-2

# Records above marked active in DNMT1 inh.
SMILES,LMPTP inh,STEP block,DNMT1 inh,SUMO1 PPI mod,MsrA inh,Rpn11 block,NadD block,TbMetRS inhib,Scp1 inh,CSN inh
O=C(COC(=O)c1ccccc1)NCc1ccco1,14,-2,74*,3,0.0,i,0,-1.0,104*,18

# More compounds:
SMILES,LMPTP inh,STEP block,DNMT1 inh,SUMO1 PPI mod,MsrA inh,Rpn11 block,NadD block,TbMetRS inhib,Scp1 inh,CSN inh
Nc1cc(N)c2c(c1)C(=O)c1ccccc1-2,2.1,-4,3,-37,0.8,i,1,-0.1,-10,3
CCOC(=O)c1ccc(NC(=O)c2nc[nH]c2C(=O)NC[C@H](C)O)cc1,-1.2,-2,4,-2,3.3,i,11,-0.5,/,0
CCN(CC)S(=O)(=O)c1ccc(C(C)NC(=O)Cc2c[nH]c3ccccc23)cc1 (configuration not stated),-0.4,13,1,1,0.3,i,-9,0.6,-5,-1
Cc1cnc(C(=O)Nc2c(-c3ccccc3)[nH][nH]c2=O)cn1,-1.1,/,/,2,0.8,/,/,-1.1,/,-3
Cc1cc(=O)n2c(n1)NC(=NCc1ccccc1)NC2c1ccccc1 (configuration not stated),0.5,-2,1,0,-0.4,i,-2,8.5*,-4,2
CCn1c(SCC(=O)N(C)CC(=O)Nc2cccc(OC)c2)nnc1-c1ccco1,-10,-1,1,11,0.0,i,1,-0.5,36,3
C[C@@H](CC#N)CN1CC[C@H](C(C)(C)C)CCC1=O,-1.6,-4,8,1,-1.8,i,-2,-0.3,-6,2
Cn1c(=O)c(=O)n(C)c2cc(S(=O)(=O)N3CCN(c4ccccc4F)CC3)ccc21,-0.7,-2,8,1,-0.5,i,3,-0.1,-1,5
O=C(CSc1ccccc1)Nc1ccc(S(=O)(=O)NCC2CCCO2)cc1 (configuration not stated),-1.3,-2,-9,-1,1.1,i,-4,0.7,-15,7
O=C(Nc1nncs1)c1cccc(S(=O)(=O)N2CCOCC2)c1,-1.6,2,-2,2,0.1,i,-5,-1.5,-2,0
O=S(=O)(CC(O)COc1ccccc1Cl)c1ccccc1 (configuration not stated),0.1,0,-5,2,-1.1,i,0,-0.9,-5,7
COC(=O)c1c(NC(=O)CN2CCN(c3ccccc3OC)CC2)c2cc(C)ccc2n1C,-1.5,2,-2,23,-1.1,i,-5,-1.6,-7,3
COC(=O)c1ccc(/C=N/NC(=O)CNc2cccc(C)c2)cc1,0.1,-3,-9,-12,1.5,i,-1,-0.6,-7,-5
COc1ccc(S(N)(=O)=O)cc1C(=O)N1CCCC1,-1.0,1,1,3,0.5,i,2,-0.6,-5,-7
Cc1ccc(C)c(NC(=S)N2CCC(NC(=O)c3ccc(F)cc3)CC2)c1,0.2,6,2,2,0.0,i,-3,-0.1,1,5
O=C(c1ccc(Cl)cc1Cl)N1CCc2ccccc21,-0.3,0,2,-5,-0.1,i,-4,-0.1,-7,-4
Cc1ccc(-c2noc(CSc3nnc(-c4ccccc4)n3C)n2)cc1,-0.5,10,2,2,0.3,i,1,0.8,-3,-2
CC(C)Cc1ccc(CN2CCCC(NC(=O)CCN3CCCO3)C2)cc1 (configuration not stated),-1.1,-1,2,-6,-0.9,i,-3,-0.2,-8,-5
COc1ccc(Cl)cc1NC(=O)CSc1nnc(CNC(=O)c2cccs2)o1,-0.3,-1,-2,-2,-0.3,i,-12,-0.2,-8,-1
Cc1ccc(NC(=O)N2Cc3ccccc3CC2C(=O)NC(C)(C)C)cc1 (configuration not stated),-1.1,-3,-1,-1,0.3,i,-2,-0.1,1,3

# Another view of some results above:
# The line under a structure holds: LMPTP inh | STEP block | DNMT1 inh | SUMO1 PPI mod | MsrA inh | Rpn11 block | NadD block | TbMetRS inhib | Scp1 inh | CSN inh
COc1ccc(Cl)cc1NC(=O)CSc1nnc(CNC(=O)c2cccs2)o1
  -0.3 | -1 | -2 | -2 | -0.3 | i | -12 | -0.2 | -8 | -1
Cc1ccc(C)c(NC(=S)N2CCC(NC(=O)c3ccc(F)cc3)CC2)c1
  0.2 | 6 | 2 | 2 | 0.0 | i | -3 | -0.1 | 1 | 5

# Assay outcomes from PubChem.
